Screens (PubChem)
NOD2 RIPK2 PPI = NOD2-RIPK2 binding disruptors in cells, primary screen, fluorescence, CHO cells, BLA complementation | CCF4 ratio | 0.38% of 360,000 active | inhibition, % at 4.98 µM | Receptor-interacting serine/threonine-protein kinase 2 (Homo sapiens), O43353; in the data active = inhibition above about 21%;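 note: 0% = vehicle only and 100% = reference blocker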
TLR9-MyD88 inh = inhibitors of TLR9-MyD88 association in cells, primary screen, cell-based, CHO, BLA complementation, fluorescence; Toll-like receptor 9 (Homo sapiens) + Myeloid differentiation primary response protein …; CCF4 FRET ratio; inhibition, % at 4.98 µM; 0.21% of 340,000 active; AID 504734, 2011;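 active = inhibition above the mean over all tested compounds plus 3 SD, cut at about 21% in these data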;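 note: 0% = DMSO only wells and 100% = clavulanate BLA inhibitor control wells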
Target sequence (Q99836 whole entry, looked up): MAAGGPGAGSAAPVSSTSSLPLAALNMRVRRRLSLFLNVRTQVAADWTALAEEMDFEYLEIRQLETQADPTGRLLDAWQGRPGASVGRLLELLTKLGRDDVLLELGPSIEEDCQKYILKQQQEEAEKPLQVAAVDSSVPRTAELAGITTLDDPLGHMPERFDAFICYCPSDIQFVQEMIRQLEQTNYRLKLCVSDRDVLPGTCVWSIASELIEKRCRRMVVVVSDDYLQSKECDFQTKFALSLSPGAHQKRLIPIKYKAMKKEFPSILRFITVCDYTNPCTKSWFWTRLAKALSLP
Target sequence (Q9NR96 whole entry, looked up): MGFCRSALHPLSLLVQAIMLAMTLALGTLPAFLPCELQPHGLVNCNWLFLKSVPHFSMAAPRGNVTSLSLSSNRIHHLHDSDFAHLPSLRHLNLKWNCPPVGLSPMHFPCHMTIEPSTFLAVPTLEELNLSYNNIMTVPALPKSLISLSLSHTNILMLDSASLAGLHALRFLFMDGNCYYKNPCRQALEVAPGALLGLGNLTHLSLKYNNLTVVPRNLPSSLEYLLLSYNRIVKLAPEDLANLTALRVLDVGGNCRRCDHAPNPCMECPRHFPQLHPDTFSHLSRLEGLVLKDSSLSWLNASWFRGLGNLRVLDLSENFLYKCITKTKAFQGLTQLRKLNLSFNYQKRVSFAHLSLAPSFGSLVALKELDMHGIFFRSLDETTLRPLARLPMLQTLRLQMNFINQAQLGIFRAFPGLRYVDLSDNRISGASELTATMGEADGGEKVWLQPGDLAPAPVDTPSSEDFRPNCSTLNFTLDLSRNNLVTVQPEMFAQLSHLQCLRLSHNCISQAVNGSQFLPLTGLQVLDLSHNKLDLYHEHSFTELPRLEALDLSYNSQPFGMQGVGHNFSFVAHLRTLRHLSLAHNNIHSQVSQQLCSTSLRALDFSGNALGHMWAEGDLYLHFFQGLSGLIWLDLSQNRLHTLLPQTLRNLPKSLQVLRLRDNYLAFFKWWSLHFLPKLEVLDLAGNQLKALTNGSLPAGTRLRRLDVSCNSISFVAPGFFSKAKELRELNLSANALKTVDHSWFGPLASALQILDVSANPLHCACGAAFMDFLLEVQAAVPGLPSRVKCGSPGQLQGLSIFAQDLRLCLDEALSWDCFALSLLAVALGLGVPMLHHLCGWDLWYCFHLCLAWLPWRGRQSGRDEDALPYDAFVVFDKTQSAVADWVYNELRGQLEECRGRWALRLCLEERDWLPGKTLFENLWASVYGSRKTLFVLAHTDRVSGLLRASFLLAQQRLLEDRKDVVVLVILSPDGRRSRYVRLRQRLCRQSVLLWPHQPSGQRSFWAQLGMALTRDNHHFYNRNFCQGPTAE
COUP-TFII inh = NR2F2 transcriptional activity inhibitors, primary screen, cell-based, luciferase reporter, HEK293T, luminescence | HEK293T NGFI-A luciferase reporter | inhibition, % at 8.6 µM | 0.7% of 370,000 active | AID 686940, 2013;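 active = inhibition above a per-plate cutoff, mean inhibition of test wells between control levels plus 3 SD, cut at about 38% in these data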;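 note: cells cotransfected with COUP-TFII expression vector driving the NGFI-A reporter; 0% = median of COUP-TF2 test wells and 100% = reporter-only cells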
MC4R antag cAMP = MC4R antagonists of cAMP signaling, primary screen, cell-based, TR-FRET, antagonist arm of biased-ligand search | Melanocortin receptor 4 (Homo sapiens), P32245 | inhibition, % at 6.5 µM | MC4R-expressing cells, MTII-stimulated cAMP, LANCE TR-FRET | AID 540295, 2011 | 0.48% of 360,000 active;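 active = inhibition above its plate's cutoff, the mean of tested wells on that plate plus 3 SD, cut at about 29% in these data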;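 note: 0% = Melanotan II alone and 100% = Melanotan II plus saturating MCL0020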
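Material: human MC4R-expressing U2OS cells. Probe or stimulus: Melanotan II challenge. Dosing: 6.5 µM single dose. Times: 30-min compound, 1-h challenge, 1-h detection, room temperature. Technique: TR-FRET with Eu-cAMP and labeled anti-cAMP, 671 nm. Replication: singlicate.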
LMP1 NFkB inh = EBV LMP1-driven NF-kappaB luciferase reporter inhibitors, primary screen, cell-based, luminescence, single point | LMP1-induced NF-kappaB luciferase reporter cells | inhibition, % at 12.5 µM | 0.69% of 350,000 active | AID 504558, 2011; in the data active = inhibition above about 41%;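 note: 0% = neutral control wells and 100% = reference inhibitor control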
ABHD5-PLIN5 inh = ABHD5-PLIN5 interaction inhibitors, primary screen, cell lysate, split luciferase complementation, luminescence. Perilipin-5 (Homo sapiens) + 1-acylglycerol-3-phosphate O-acyltransferase ABHD5 (Homo …. Split G. princeps luciferase complementation, 4 h. inhibition, % at 4 µM. 0.78% of 360,000 active. AID 602281, 2012;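 active = inhibition above the mean inhibition across every tested compound plus 3 SD, cut at about 22% in these data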;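 note: 0% = DMSO only wells and the 100% control is not disclosed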
MC4R ag barr = MC4R agonists recruiting beta-arrestin, primary screen, cell-based, luminescence, agonist arm of biased-ligand search. U2OS MC4R beta-arrestin complementation; percent of melanotan II response, DMSO zero. activation, % at 8.9 µM. 0.98% of 360,000 active. AID 540308, 2011;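 active = activation above a per-plate cutoff, the mean activation of sample wells on that plate plus 3 SD, cut at about 8% in these data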
NCOA3 inh = SRC3 coactivator transcriptional activity inhibitors, primary screen, cell-based, luminescence | Nuclear receptor coactivator 3 (Homo sapiens), Q9Y6Q9 | HEK293 GAL4-SRC3 luciferase reporter | inhibition, % at 3.6 µM | 0.17% of 360,000 active;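 active = inhibition above a per-campaign cutoff, the mean of all compounds plus 3 SD, cut at about 60% in these data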;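 note: 0% = DMSO-treated cells and 100% = gossypol-treated cells at 36 µM; higher means less SRC3-driven luciferase light from the GAL4 reporter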
NCOA1 inh = SRC1 coactivator transcriptional activity inhibitors, primary screen, cell-based, luminescence | inhibition, % at 3.6 µM | 0.12% of 360,000 active | HEK293 GAL4-SRC1 luciferase reporter | Nuclear receptor coactivator 1 (Homo sapiens), Q15788;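 active = inhibition above the campaign mean plus 3 SD, with each screening campaign given its own cutoff, cut at about 60% in these data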;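 note: 0% = DMSO treated cells and 100% = gossypol at 36 µM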
LRH-1 inv ag = LRH-1 (NR5A2) inverse agonists, primary screen, cell-based, luminescence, HEK293T, StAR-luciferase reporter | inhibition, % at 3.6 µM | 0.13% of 360,000 active | LRH-1 transfected, 24 h | Nuclear receptor subfamily 5 group A member 2 (Homo sapiens), O00482;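 active = inhibition above the mean inhibition of all tested compounds plus 3 SD, cut at about 73% in these data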;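 note: 0% = DMSO wells and 100% = reporter-only cells lacking LRH-1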
NCOA2 inhibitor = inhibition of GAL4-SRC2 driven luciferase reporter, primary screen, SRC2 inhibitor project, cell-based, luminescence; Nuclear receptor coactivator 2 (Homo sapiens), Q15596; HEK293 GAL4-SRC2 luciferase reporter; inhibition, % at 9 µM; 0.17% of 370,000 active; AID 651957, 2012;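 active = inhibition above the mean inhibition of all tested compounds plus 3 SD, set per campaign, cut at about 52% in these data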;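 note: 0% = DMSO treated cells and 100% = cells given Gossypol at 36 µM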
Starred values were filed as active, the others as inactive; · = no result given. These rows are one share of the data. The share of hits here may be higher or lower than overall.

ABHD5-PLIN5 inh | TLR9-MyD88 inh | NCOA2 inhibitor | NCOA3 inh | MC4R ag barr | LMP1 NFkB inh | COUP-TFII inh | NCOA1 inh | MC4R antag cAMP | NOD2 RIPK2 PPI | LRH-1 inv ag | structure
-1 | -2 | -1 | 15 | -0.8 | -4 | -4 | 4 | 1 | 11 | -8 | CCCOc1ccc(N2C(=O)CC(N(CCc3ccc(OC)cc3)C(=O)c3ccccc3)C2=O)cc1 (configuration not stated)
-6 | 3 | 16 | -3 | -1.3 | 1 | 9 | 3 | -3 | -1 | -7 | CCCN(C(=O)Cc1ccc(S(=O)(=O)N2CCOCC2)s1)c1c(N)n(Cc2ccccc2)c(=O)[nH]c1=O
-2 | 5 | 4 | 10 | 0.9 | 4 | -17 | 0 | -4 | 0 | -1 | COC(=O)Cc1c(C)nc2nc(-c3ccc(OC)cc3)[nH]n2c1=O
4 | 1 | -14 | 9 | -1.6 | 0 | 10 | 7 | 7 | 4 | 7 | CC(=O)CSc1nc(CCc2ccccc2)c(C#N)c(=O)[nH]1
1 | -3 | -8 | 9 | 0.5 | -1 | -12 | 1 | 20 | 5 | 1 | CC1CCCCC1NC(=O)CN1CCC(O)(c2ccc3c(c2)OCO3)CC1 (configuration not stated)
-6 | -4 | 10 | -9 | 0.2 | -30 | 6 | 3 | 8 | -1 | -5 | O=S(=O)(NC1CCc2ccccc21)c1ccc(S(=O)(=O)N2CCCC2)cc1 (configuration not stated)
1 | -12 | -4 | -33 | -0.7 | -2 | 7 | 0 | 5 | 2 | -15 | COCC(C)NC(=O)CSc1ncnc2sc(-c3ccccc3)cc12 (configuration not stated)
-2 | -19 | -6 | 7 | -0.1 | 6 | -12 | -2 | 9 | 1 | 31 | O=C(COC(=O)Cc1ccc(F)cc1)NC(=O)NC1CCCC1
1 | 2 | -9 | 7 | 4.5 | -6 | -2 | -20 | 6 | -4 | -10 | Cc1ccccc1NC(=O)NC(C)(C)CC(C)(C)C
1 | 1 | 0 | 8 | -1.4 | -8 | 11 | -9 | 6 | 3 | 9 | O=C1C2C3C=CC(C3)C2C(=O)N1c1cccc2cccnc12 (configuration not stated)
3 | 4 | -9 | 7 | 0.0 | 1 | 12 | -1 | 2 | -9 | 11 | CCOC(=O)C1C(=O)C=C(c2ccc(C)cc2)CC1c1ccc([N+](=O)[O-])cc1 (configuration not stated)
-10 | -10 | -10 | -4 | 1.0 | -5 | -3 | -4 | 6 | -1 | -10 | Cc1cc(C)c(C)c(S(=O)(=O)NC2CCCCC2)c1C
-8 | -4 | -14 | 0 | 0.4 | 8 | -1 | 0 | 17 | 2 | -18 | CC(Oc1ccc(F)cc1)C(=O)NN (configuration not stated)
0 | -5 | -24 | 22 | -1.1 | -5 | 1 | 12 | -1 | 1 | 22 | O=C(NCc1ccc2c(c1)OCO2)c1cccc([N+](=O)[O-])c1
-9 | -2 | -24 | -19 | -1.0 | -6 | -17 | -2 | 5 | 6 | 9 | COc1ccc(/C=C/c2c(-c3cccc(C)c3)oc3ccc(N4CCOCC4)cc23)cc1
5 | -10 | -64 | -89 | -1.2 | -32 | -52 | -95 | -5 | -5 | -140 | CC(=O)Nc1ccc(-c2nc3c(C)cccc3[nH]2)cc1
0 | 4 | -18 | -14 | -0.4 | 0 | -2 | -9 | 2 | -1 | -4 | CS(=O)(=O)N(CCc1ccccc1)CC(=O)N1CCc2ccccc2C1
36* | -6 | 28 | 19 | -1.1 | 1 | -5 | 11 | -48 | 7 | 48 | COc1ccc2c(c1)/C(=C/c1cc(OC)c(OC)c(OC)c1)C(=O)N2
-5 | -66 | 14 | 5 | -0.1 | 18 | -4 | 21 | 13 | 12 | -19 | CN1C(=O)/C(=C/c2ccc(C(F)(F)F)cc2)Sc2ccc(C(=O)N3CCN(c4ccccn4)CC3)cc21
-1 | -2 | -7 | 11 | -4.2 | 5 | 2 | 8 | 9 | -10 | 0 | COc1ccc(Cl)cc1-c1csc(N)n1
-2 | -6 | -11 | 1 | -1.7 | -7 | -21 | -40 | 0 | -1 | -16 | CCCCCCCC(=O)NNC(=O)c1c(O)c2ccccc2[nH]c1=O
-1 | -1 | 21 | -7 | 2.1 | -1 | -17 | 9 | 0 | 3 | 7 | CCCN(CCC)C(=O)c1oc2ccccc2c1NC(=O)Cc1cccc(OC)c1
-3 | 1 | -34 | -30 | 1.4 | -14 | -22 | -46 | 3 | -8 | -48 | CC(C)CC(=O)NC(=S)Nc1ccc(Cl)cn1
0 | 4 | -8 | 7 | -0.2 | -10 | -11 | -18 | 14 | -11 | -1 | O=C(N=C1SC2CS(=O)(=O)CC2N1c1ccc(Br)cc1Cl)C1CC1 (configuration not stated)
4 | 3 | 6 | 0 | 1.3 | -3 | 8 | 2 | 1 | -2 | 24 | O=C(CN1CCc2ccccc21)NC(c1ccccc1)c1ccccc1
3 | -9 | 11 | 1 | -3.1 | -24 | -10 | -12 | 0 | -2 | 16 | CCN1C(=O)/C(=C/C=C2/Sc3ccccc3N2CCO)SC1=S
7 | 0 | 16 | -6 | 2.8 | 1 | -9 | -12 | 6 | -3 | -4 | Cc1nc(SCC(=O)Nc2ccc(N3CCOCC3)cc2)nc(C)c1C
6 | -14 | -24 | -6 | 1.1 | -31 | 0 | -8 | 8 | 1 | -1 | C/C(=N\Nc1ccccc1[N+](=O)[O-])c1ccc(N2CCOCC2)cc1
0 | 2 | 26 | 5 | -2.8 | -2 | -5 | -15 | -1 | -13 | 0 | Cc1ccccc1NC(=O)CCC(=O)N/N=C/c1cccnc1
-9 | 1 | 13 | 4 | 1.3 | 5 | -13 | -1 | 12 | -1 | 1 | O=C(NCC1CCCO1)c1ccc(CS(=O)(=O)c2ccc(Cl)cc2)o1 (configuration not stated)
10 | -4 | -18 | 2 | -0.9 | 4 | 23 | -5 | 21 | -10 | -1 | CCCCOc1ccc(N2C(=O)CC(NCCc3ccc(S(N)(=O)=O)cc3)C2=O)cc1 (configuration not stated)
-5 | -7 | -24 | 10 | -1.9 | 19 | -18 | 8 | -3 | -7 | 1 | COc1ccccc1C1CCN(C(=S)Nc2ccc(Br)cc2)CC1
12 | 2 | -20 | 20 | -1.4 | 8 | -5 | 8 | 5 | 8 | 16 | Cc1ccc(-c2csc(NC(=O)c3cccc(S(=O)(=O)N4CCN(C)CC4)c3)n2)cc1
2 | -7 | -6 | -7 | -3.3 | 1 | 3 | -6 | 0 | -19 | 4 | COCCOC(=O)c1c(C)oc2ccc(OS(C)(=O)=O)cc12
-12 | 2 | 21 | -13 | -1.0 | -7 | -17 | -4 | -10 | -8 | 2 | CC1(C)CC(=O)C=C(c2cccc3c2Oc2ccccc2S3)C1
-2 | -5 | -17 | -3 | 0.4 | -16 | 13 | 9 | 9 | -9 | -31 | CCCNCc1cc(OC)c(OCCC)cc1Cl
2 | · | 8 | 19 | · | · | -1 | 10 | · | -8 | 0 | CCC(c1nc2ccccc2[nH]1)N(CCCn1ccnc1)C(=O)c1ccc(C(F)(F)F)cc1 (configuration not stated)
4 | -10 | 2 | 10 | 0.8 | 4 | 13 | 9 | 5 | -9 | -7 | O=C(N/N=C\c1ccc(OCC(=O)N2CCCC2)cc1)C(=O)Nc1ccccc1F
3 | 2 | -9 | -5 | -2.5 | 3 | -1 | -16 | 6 | -7 | -2 | COC(=O)Cc1ccc(NC(=S)NCCCO)cc1
0 | 6 | 7 | -4 | 3.3 | -20 | 6 | -1 | 3 | -3 | 14 | COc1ccc(Br)c(C(=O)OCc2cc(=O)oc3cc(C)ccc23)c1
1 | -4 | 16 | 7 | -0.5 | 10 | 6 | -8 | 12 | 8 | 2 | CSc1ccc(CN(C)C(=O)c2cccc(S(=O)(=O)NCc3ccccc3)c2)cc1
-1 | -1 | -21 | -1 | -3.2 | -10 | 16 | 7 | -4 | 8 | -7 | Cc1nn(-c2ccccc2Cl)c2sc(C(=O)Nc3nnc(C4CC4)s3)cc12
0 | 7 | -6 | -6 | -1.4 | 1 | -5 | 0 | 1 | 0 | -8 | CN1CCN(C2=NCCO2)CC1
1 | -6 | · | 7 | -2.7 | -10 | · | -12 | 2 | 3 | 13 | CCOC(=O)c1ccc(NC(=O)Cn2cnc(S(=O)(=O)N3CCCC3)c2)cc1
0 | 3 | -4 | 12 | -1.5 | 2 | 8 | -15 | -1 | 0 | 7 | CCOC(=O)C1=C(C)N(CCCC(=O)O)C(=O)NC1c1ccccc1OS(=O)(=O)c1ccccc1[N+](=O)[O-] (configuration not stated)
-1 | -4 | -11 | -36 | -1.6 | 2 | 3 | -7 | 5 | 3 | 13 | Nc1nc(SCC(=O)Nc2ccc(Cl)c([N+](=O)[O-])c2)n[nH]1
0 | -1 | -10 | 9 | 0.5 | 6 | 15 | 1 | 6 | 3 | 5 | COc1cc(OC)cc(-n2nc(C(=O)N3CC(C)CC(C)C3)c3ccccc3c2=O)c1 (configuration not stated)
-4 | -1 | -7 | -26 | -1.5 | 5 | 8 | -17 | 4 | -5 | -9 | COCC(=O)Nc1nnc(SCC(=O)N2CCCCC2)s1
